# procasp7 counter = procaspase-7 activators, primary screen, counter-screen for procaspase-3 activator project, biochemical, absorbance, HTS, human; Caspase-7 (Homo sapiens), P55210; recombinant procaspase-7, Ac-DEVD-pNA absorbance 405 nm; D23A/D198A/D206A triple mutant, cannot self-cleave; scale: DMSO 0, 5 µM enzyme 100; 330,000 compounds, 0.093% hits; activation, % at 8.5 µM;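 active means percent activation above the screen-wide mean plus 3 SD, cut at about 25% in these data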
#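 System: Procaspase-7 triple mutant (PC-7 D3A); measure: % activation from two-timepoint absorbance difference, scaled to controls; times: 1 h compound preincubation, 2 h substrate cleavage, 25 °C; also added: Ac-DEVD-pNA substrate, 400 µM as added; measured by: Epi-absorbance of released pNA at 405 nm, two timepoints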
# AHR act = AHR activators, primary screen, cell-based, luminescence, luciferase reporter, human | Aryl hydrocarbon receptor (Homo sapiens), P35869 | AHR-responsive luciferase reporter cells | activation, % at 5 µM | 320,000 compounds, 2.5% hits; in the data active means activation above about 47%;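 further: 0% = vehicle wells and 100% = reference agonist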
# Target sequence (P35869 whole entry, looked up): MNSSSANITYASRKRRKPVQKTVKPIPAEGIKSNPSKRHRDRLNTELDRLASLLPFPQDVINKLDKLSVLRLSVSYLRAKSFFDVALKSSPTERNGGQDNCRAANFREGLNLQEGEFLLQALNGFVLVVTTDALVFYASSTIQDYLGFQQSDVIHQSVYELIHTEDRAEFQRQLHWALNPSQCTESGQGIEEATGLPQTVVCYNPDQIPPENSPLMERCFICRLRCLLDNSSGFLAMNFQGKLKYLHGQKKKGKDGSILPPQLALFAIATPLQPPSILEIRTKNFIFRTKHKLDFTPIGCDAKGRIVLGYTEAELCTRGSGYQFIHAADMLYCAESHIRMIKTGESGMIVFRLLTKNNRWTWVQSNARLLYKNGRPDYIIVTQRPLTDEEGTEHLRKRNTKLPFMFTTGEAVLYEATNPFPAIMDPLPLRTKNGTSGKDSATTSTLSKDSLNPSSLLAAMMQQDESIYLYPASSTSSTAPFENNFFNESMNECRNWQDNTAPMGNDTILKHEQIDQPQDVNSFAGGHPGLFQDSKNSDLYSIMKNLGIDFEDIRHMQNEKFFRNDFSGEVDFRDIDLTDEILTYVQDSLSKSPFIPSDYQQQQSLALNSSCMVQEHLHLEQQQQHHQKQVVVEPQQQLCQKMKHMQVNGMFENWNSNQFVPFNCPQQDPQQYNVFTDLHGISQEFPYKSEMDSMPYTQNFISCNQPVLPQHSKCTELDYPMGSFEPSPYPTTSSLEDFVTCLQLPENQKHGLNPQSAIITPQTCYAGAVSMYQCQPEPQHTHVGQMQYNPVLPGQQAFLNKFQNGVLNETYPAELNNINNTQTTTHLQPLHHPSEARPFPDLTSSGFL
# PP5 inh = PP5 phosphatase inhibitors, primary screen, biochemical, fluorescence; purified PP5c, OMFP substrate fluorescence; inhibition, % at 6.7 µM; 320,000 compounds, 0.18% hits; AID 1987, 2009;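 active means inhibition above the campaign's mean inhibition across all tested compounds plus 3 SD, cut at about 9.5% in these data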;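 further: 0% = DMSO only and 100% = 100 µM cantharidin control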
# PAFAH2 FP inh = PAFAH2 enzyme inhibitors, primary screen, biochemical, fluorescence polarization, human; recombinant PAFAH2, FP-rhodamine activity probe; inhibition, % at 3.39 µM; Platelet-activating factor acetylhydrolase 2, cytoplasmic (Homo sapiens), Q99487; 340,000 compounds, 0.99% hits;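 active means inhibition above the mean over all tested compounds plus 3 SD, cut at about 30% in these data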;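 further: inhibitors block probe labeling of enzyme so polarization drops; 0% = enzyme with DMSO and 100% = wells lacking PAFAH2 protein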
# PP1 inh = PP1-alpha phosphatase inhibitors, primary screen, counter-screen for PP5 inhibitor project, biochemical, fluorescence, OMFP substrate, single point; Serine/threonine-protein phosphatase PP1-alpha catalytic subunit (Homo sapiens), P62136; purified PP1alpha; inhibition, % at 6.7 µM; 320,000 compounds, 0.9% hits; AID 2235, 2010;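 active means inhibition above the mean inhibition of all tested compounds plus 3 SD, computed separately for each screening campaign, cut at about 15% in these data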
# TPT1 inh = Candida albicans TPT1 enzyme inhibitors, primary screen, biochemical, fluorescence polarization | tRNA 2'-phosphotransferase TPT1 (Candida albicans SC5314) | recombinant caTPT1, FP RNA substrate dephosphorylation | inhibition, % at 5 µM | 300,000 compounds, 0.81% hits | AID 1962, 2009;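 active means inhibition above the mean of all tested compounds plus 3 SD, set per screening campaign, cut at about 24% in these data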;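 further: plate controls were DMSO alone for no effect and ferristatin control at 100 nM for full effect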
# Fh CTSL1 inh = Fasciola hepatica cathepsin L1 inhibitors, primary screen, counter-screen for PFM18AAP inhibitor project, biochemical, QFRET, fluorogenic peptide substrate; inhibition, % at 5.96 µM; 300,000 compounds, 0.49% hits; recombinant F. hepatica cathepsin L1, Z-Leu-Arg-MCA fluorescence;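 active means inhibition above the mean of all tested compounds plus 3 SD, set per screening campaign, cut at about 17% in these data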;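 further: 0% = plate median of test compound wells and 100% = 1 µM Z-Phe-Ala-diazomethylketone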
# core dimer inh = inhibitors of HCV core protein dimerization, primary screen, biochemical, TR-FRET, high-throughput. TR-FRET GST/Flag-core106 dimerization, 1536-well. 300,000 compounds, 0.33% hits. AID 1899, 2009. inhibition, % at 5 µM;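 active means inhibition above the mean of all tested compounds plus 3 SD, set per screening campaign, cut at about 45% in these data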
#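 System – GST-tagged and Flag-tagged HCV core protein residues 1-106 · Repeats – one well for each compound · Technique – TR-FRET 671 and 617 nm emission · Doses – one concentration, 5 µM, in 0.5% DMSO · Times – 4 h, 22.5 °C incubation · Also added – Eu donor and XL665 acceptor anti-tag antibodies · Measure – percent inhibition of core106 dimerization signal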
# proCasp3 act = activators of human procaspase-3 D3A mutant, primary screen, biochemical, absorbance, PC-3 D3A mutant, single concentration; recombinant procaspase-3 D3A, Ac-DEVD-pNA absorbance 405 nm; Caspase-3 (Homo sapiens), P42574; 330,000 compounds, 0.11% hits; activation, % at 8.5 µM;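 active means activation above the mean of all tested compounds plus 3 SD, cut at about 21% in these data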;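 further: 0% = DMSO alone and 100% = DMSO wells spiked with extra 5 µM PC-3 D3A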
# Target sequence (P42574 whole entry D9A/D28A/D175A): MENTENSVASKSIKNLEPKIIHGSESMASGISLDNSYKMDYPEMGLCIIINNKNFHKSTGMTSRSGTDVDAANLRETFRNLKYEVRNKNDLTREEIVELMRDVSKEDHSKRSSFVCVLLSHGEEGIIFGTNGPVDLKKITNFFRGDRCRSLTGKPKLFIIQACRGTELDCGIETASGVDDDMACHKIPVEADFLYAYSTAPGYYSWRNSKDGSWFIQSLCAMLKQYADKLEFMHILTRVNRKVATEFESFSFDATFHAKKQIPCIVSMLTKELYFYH
#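 System: Procaspase-3 D3A mutant. Medium: Zinc-free 300 mM NaCl, 50 mM HEPES, 0.01% Triton X-100. Schedule: 1 h preincubation plus 2 h reaction at 25 °C. Measured by: 405 nm absorbance of p-nitroaniline, reads at 0 and 120 min. Read-out: percent activation relative to control range.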
# * hit, by the source's call; . = not tested or not shown.
SMILES,PP1 inh,procasp7 counter,AHR act,PP5 inh,proCasp3 act,TPT1 inh,core dimer inh,PAFAH2 FP inh,Fh CTSL1 inh
O=C(Nc1ccc(F)cc1)C1CCN(S(=O)(=O)c2cccc3nonc23)CC1,4,9,0,0.5,0,0,8,-1,1
CCCCCOc1ccc(NC(=O)CSc2cccc3cccnc23)cc1,4,-3,0,5.5,-3,-4,6,-2,5
COc1ccc(/C=N/NC(=O)CCc2c(C)n[nH]c2C)cc1OC,0,1,14,0.4,16,1,-3,4,1
Cc1ccccc1OCC(=O)N/N=C/c1ccc2c(c1)OCCO2,2,8,1,-1.0,7,2,1,3,-5
Cn1cc(CN2CCC(C(=O)N3CCCCC3)CC2)c(-c2ccccc2F)n1,2,5,0,2.2,7,-2,-2,6,2
CC(=O)CCn1c(=O)n(CCC(C)=O)c(=O)n(CCC(C)=O)c1=O,-18,7,4,1.2,-8,-2,-2,-9,-8
Cc1ccnc(NC(=O)c2ccoc2C)c1,1,7,8,0.6,12,-8,-5,-8,-4
Cc1nc(CSc2nnc(N)s2)cs1,-4,5,-1,0.7,4,0,0,4,-14
O=C(O)C1CCCN(S(=O)(=O)c2ccccc2)C1 (stereo unspecified),-3,-4,0,2.3,1,-1,-1,-4,0
Nc1nonc1-n1nnc(C(=O)N/N=C/c2cccc(Cl)c2)c1-c1ccc2c(c1)OCO2,3,1,4,3.7,7,-4,13,-4,0
Cc1ccc2c(CN(C)Cc3ccccc3)cc(=O)oc2c1C,3,8,6,2.7,-1,-3,1,-21,-2
Cc1ccc(CNC(=O)Cn2cnc(S(=O)(=O)N3CCC(C)CC3)c2)o1,-3,-3,0,2.6,2,1,-18,5,1

# The listing continues:
SMILES,PP1 inh,procasp7 counter,AHR act,PP5 inh,proCasp3 act,TPT1 inh,core dimer inh,PAFAH2 FP inh,Fh CTSL1 inh
O=C(COC(=O)/C=C/c1ccc(F)cc1)NCc1ccco1,-2,-3,2,1.6,1,-1,3,47*,-5
Cc1cc(OCC(=O)Nc2cccnc2)c2c(C)c(C)c(=O)oc2c1,1,2,78*,-2.0,-3,-1,14,-6,0
COC(=O)c1ccc(N2CCN(C)CC2)c(NC(=O)c2sc3ccccc3c2Cl)c1,2,1,-4,3.6,-6,-2,-2,-2,-2
CC(=O)Nc1nnc(C)s1,1,5,0,1.7,6,-2,-20,-8,-1
CCCCNc1c(-c2ccc(-c3cccc(Cl)c3)cc2)nc2ccc(Cl)cn12,.,-22,79*,.,-19,.,.,2,.
Cc1ccc(C(OC(=O)c2ccco2)C(=O)NCc2cccs2)cc1 (stereo unspecified),0,-2,4,1.9,-4,0,2,-10,-52
COc1cc(Br)cc2cc(C(=O)OC3CCN(C)CC3)c(=O)oc12,0,-4,4,1.6,-3,3,6,-5,2
Cc1ccc2cc(CN(CC3CCCO3)C(=O)NC3CCCCC3)c(=O)[nH]c2c1C (stereo unspecified),2,9,3,-0.6,1,-4,-1,-6,2
Cn1nccc1C(=O)NC1CCN(Cc2ccccc2)CC1,-2,-1,-4,0.9,2,1,10,1,1
CC(=O)Nc1ccc(S(=O)(=O)N(C)CC(=O)OCC(=O)NNC(=O)c2ccccc2F)cc1,-6,2,2,-1.1,7,-1,-6,-4,-5
CCOc1ccc(/C=N/OCC(=O)Nc2ccc3c(c2)OCO3)cc1,-5,3,4,1.4,4,1,6,-6,-4
O=c1c2cnn(-c3ccc(F)cc3)c2ncn1Cc1ccccc1,-3,7,4,5.2,0,-4,1,-5,-2

# (further entries)
SMILES,PP1 inh,procasp7 counter,AHR act,PP5 inh,proCasp3 act,TPT1 inh,core dimer inh,PAFAH2 FP inh,Fh CTSL1 inh
CCOC(=O)c1ccccc1Oc1c(F)c(F)nc(NCCO)c1F,2,8,0,0.1,0,-1,-2,5,-3
CCC(C)(C)n1nnnc1C(c1cc2cc(C)cc(C)c2[nH]c1=O)N1CCCC1 (stereo unspecified),6,-8,10,0.5,-3,5,12,-2,2
CCNC(=O)NC(=O)COC(=O)CCCc1nc2ccccc2s1,3,-1,0,0.4,-7,0,2,-3,-54
O=C(C1CCN(S(=O)(=O)c2cnc[nH]2)CC1)N1CCN(c2ncccn2)CC1,-8,4,0,3.4,3,-3,-7,1,-6
N#Cc1cc(C(=O)c2cc(Br)ccc2O)cn(Cc2ccccc2)c1=O,-7,10,8,0.1,-2,16,13,-7,1
Cc1ccc(-c2noc(CCCc3ccccc3)n2)cc1,3,8,9,2.2,-1,-1,1,-2,1
CCNC(=O)c1c(NC(C)=O)sc2c1CCCC2,2,11,4,-0.3,-2,-6,-1,-1,-3
O=C1C=CN(C(=O)Oc2ccccc2)CC1,1,-13,1,0.6,-3,0,-2,-3,-1
Cc1ccc(/C=N/n2cc(-c3ccccc3)[nH]c2=S)s1,-1,-17,96*,0.0,-3,2,-3,-2,3
Cc1ccc(C(=O)N2CCN(c3ccc(NC(=S)NC(=O)c4cccs4)cc3)CC2)cc1,3,-11,5,2.7,-1,3,19,3,0
C=CCNCCOc1ccccc1-c1ccccc1,0,-6,-3,1.4,14,-2,-2,-2,-2
CCC(Sc1nncn1C)C(=O)Nc1nnc(-c2ccc(Cl)cc2)s1 (stereo unspecified),2,4,6,0.7,3,1,-10,-9,-1

# Ordered by value in AHR act (falling): 3 from the list above.
SMILES | AHR act
CCC(Sc1nncn1C)C(=O)Nc1nnc(-c2ccc(Cl)cc2)s1 (stereo unspecified) | 6
Cc1ccc(C(=O)N2CCN(c3ccc(NC(=S)NC(=O)c4cccs4)cc3)CC2)cc1 | 5
O=C1C=CN(C(=O)Oc2ccccc2)CC1 | 1

# More results follow:
SMILES,PP1 inh,procasp7 counter,AHR act,PP5 inh,proCasp3 act,TPT1 inh,core dimer inh,PAFAH2 FP inh,Fh CTSL1 inh
N#CC(C(=O)C1CCCCC1)c1nc2ccccc2[nH]1 (stereo unspecified),-1,4,45,-0.2,5,1,-10,13,3
COc1ccc(CCNC(=O)CCC(=O)Nc2nnc(C(C)C)s2)cc1OC,0,5,2,-1.3,-5,-3,-4,-4,-1
Cc1cc2cc3c(=O)[nH]c(=O)[nH]c3nc2cc1C,3,11,2,0.5,10,-2,-10,.,2
COc1ccccc1OCC(=O)OCn1c(SC)nnc(C)c1=O,-5,10,1,-2.6,-3,1,-2,3,-23
CC(C)CCCCCCNC(=S)Nc1ccc(S(=O)(=O)N2CCOCC2)cc1,3,-10,-1,1.6,4,0,3,-51,1
COc1ccc(/C=N/NC(=S)NCc2ccccc2)cc1OC,-3,-2,21,1.5,9,-3,6,3,4
O=C(CCC(=O)c1ccccc1)NC1CCCN(Cc2ccccc2F)C1 (stereo unspecified),0,7,1,2.0,-1,1,1,1,0
Cn1c(Cc2ccc3c(c2)OCO3)nnc1SCC(=O)NC(C)(C)C,-1,14,0,-4.0,2,2,-1,-7,-6
CC(=O)c1ccc(NC(=O)CSc2ccc(-c3ccc4c(c3)OCO4)nn2)cc1,1,-1,3,0.1,2,-4,-14,-3,0
COc1cc(Cl)c(C)cc1NC(=O)CC1CCCC1,-1,9,5,1.1,3,0,9,-11,1
Cc1cc(NC(=O)CC23CC4CC(C2)CC(CC(=O)Nc2cc(C)on2)(C4)C3)no1,-1,3,5,-0.2,6,3,11,-2,1
COC(=O)CCC(NC(=O)OCc1ccccc1)C(=O)NC(CC(C)C)C(=O)OC (stereo unspecified),-4,2,0,-1.6,1,-6,0,-3,6

# New compounds follow:
SMILES,PP1 inh,procasp7 counter,AHR act,PP5 inh,proCasp3 act,TPT1 inh,core dimer inh,PAFAH2 FP inh,Fh CTSL1 inh
COCCOC(=O)c1sc2nc[nH]c(=O)c2c1C,2,-7,3,1.8,1,1,2,-2,3
Nc1nnc(N2CCCCC2)s1,2,-3,15,2.4,10,0,-7,-4,-3
O=C(CN1CCN(Cc2ccccc2Cl)C1=O)NC1CCCCCCC1,4,-1,-3,-0.4,-4,-2,-2,8,-6
Cc1ccc(C(=O)CC(c2cccs2)S(=O)(=O)c2ccc(C)cc2)cc1 (stereo unspecified),1,-8,-5,1.7,-3,-7,-10,-4,1
COc1cc(C(=O)O/N=C2\CCCc3c2ccc(OC)c3[N+](=O)[O-])cc(OC)c1OC,1,-9,0,2.2,-2,-2,8,5,-5
CC(C)c1ccc(C(=O)NC(=S)NCc2cccnc2)cc1,-2,-4,6,0.5,-2,1,-2,2,6
CCOC(=O)C1=C(C)Nc2ccccc2N=C1NC(=O)Cc1ccc(Cl)c(Cl)c1,-1,8,3,-1.1,-14,4,6,-1,0
Cc1ccc(NC(=O)CSc2nnnn2-c2ccc3c(c2)OCO3)cc1C,11,6,159*,-1.1,-4,-2,17,-16,0
CNC(=S)N/N=C/c1cn(Cc2c(F)cccc2Cl)c2ccccc12,1,8,37,1.5,10,-3,18,-3,0
Cc1cccc(NC(=S)N2CCN(c3ccccn3)CC2)c1,1,4,-2,1.6,-1,-2,4,-3,-5
COc1ccc(/C=N/NC(=O)c2cc3c(OC)ccc(OC)c3[nH]2)cc1O,0,8,21,2.6,4,-1,-12,5,2
O=C(COC(=O)C1CCN(S(=O)(=O)c2cccs2)CC1)Nc1ccc(F)cc1F,-4,-7,4,-0.3,-1,1,-2,2,-9

# (list continues)
SMILES,PP1 inh,procasp7 counter,AHR act,PP5 inh,proCasp3 act,TPT1 inh,core dimer inh,PAFAH2 FP inh,Fh CTSL1 inh
CCOC(=O)c1ccccc1N=Cc1c(O)c2ccccc2oc1=O,0,5,2,1.7,8,3,4,-2,-2
CCN(CC)S(=O)(=O)c1ccc(C(=O)Nc2cc(C)on2)cc1,-1,4,0,-0.6,-9,-4,-1,0,-1
Cc1cccn2c(=O)c3cc(C#N)c(=NC(=O)c4ccncc4)n(CCCOC(C)C)c3nc12,0,-12,14,-0.4,-11,-24,9,1,3
COc1ccc(C(=O)Nc2ccccc2C(=O)NC(Cc2ccc(O)cc2)C(=O)NNC(=O)c2ccccc2Cl)cc1 (stereo unspecified),-1,-1,6,1.1,3,2,19,-37,0
Cc1cc(C)c(S(=O)(=O)Nc2ccc(-c3cn4ccccc4n3)cc2)c(C)c1,1,-7,-5,4.8,3,-5,16,7,1
O=C(NCc1ccco1)c1cccc2c1C(=O)c1ccc(/C=C/c3ccccc3)cc1S2(=O)=O,.,-5,1,.,-1,.,.,4,.
CCc1ccc(CN(C)Cc2nc(Cc3cccc(C(F)(F)F)c3)no2)nc1,0,14,1,0.8,3,-9,-6,6,5
COC(=O)[C@@H](NC(=O)NC1CCCc2ccccc21)C(C)C (stereo partly specified),1,-3,4,-0.4,5,-2,-4,6,1
